Screening data from PubChem.
PMI inhibitors: inhibitors of human PMI, primary screen, biochemical, fluorescence intensity, coupled assay (AID 1209); purified PMI enzyme, coupled fluorescence intensity; higher % means a stronger effect; 190,000 tested, 0.42% active; Mannose-6-phosphate isomerase (Homo sapiens); inhibition, % at 20 µM; hits with a dose series show IC50 in µM;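 also: plate controls were DMSO vehicle for no effect and wells lacking substrate for full effect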
b-catenin transl: modulators of beta-catenin nuclear translocation, primary screen, imaging, HeLa cells, immunofluorescence, high-content; 190,000 tested, 0.3% active; AID 1665, 2009; nuclear translocation activity, % at 5 µM;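 active = nuclear translocation activity above 50% at 5 µM, with a well cell count of 50 or more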;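 also: per-cell ratio of nuclear to cytoplasmic median beta-catenin stain intensity; plate controls were DMSO negative control for no effect and GSK-3 inhibitor IX positive control for full effect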
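Read-out: Nuclear/cytoplasmic beta-catenin signal ratio, % activation | Assay system: Human HeLa cell line | Times: 24 h compound exposure at 37°C, 5% CO2 | Signal: Fluorescence imaging of beta-catenin antibody stain plus DAPI | Dosing: 5 µM primary, 0.02–20 µM confirmation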
Dynein transport: inhibitors of GR-EGFP nuclear translocation, primary screen, dynein cargo transport inhibitor project, imaging, high-content, 3617.4 mouse cells; test concentration mostly 20 µM; stimulated with dexamethasone, 1 µM; hits give low values; z-score, hits read low; 220,000 tested, 0.47% active; AID 1381, 2008;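 active = plate z-score of nuclear minus cytoplasmic receptor signal below a set negative limit, without overly bright fluorescence or cell loss, cut at about -3.5 in these data, passing the limit was not always enough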;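 also: z-score of nuclear minus cytoplasmic ring GR-EGFP intensity difference per well; some compounds called inactive have numbers as strong as hits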
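Buffer or medium: tet-free medium with charcoal-stripped serum / Also added: dexamethasone agonist, 1.0 µM final, for 30 min / Timing: induction 48 h, compound 1 h, agonist 30 min / Measured by: high-content fluorescence imaging after fixation / Read-out: nuclear-to-cytoplasmic GR-EGFP distribution per well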
Insulin prom up: insulin promoter activators in MIN6 cells, imaging, high-content screening, mouse beta cells; MIN6 insulin promoter-GFP reporter; hits give high values; z-score at 5 µM; 190,000 tested, 0.3% active;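 active = z-score above 3 at 5 µM with at least 500 cells counted in the well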
Autophagy mod: autophagy modulators in MEF cells, primary screen, imaging, high-content, MEF GFP-LC3. MEF GFP-LC3 puncta imaging; test concentration mostly 10 µM. calls only at 10 µM (by protocol). 190,000 tested, 0.98% active;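 active = percentage of spot-positive cells more than 3 SD above its plate mean, without a fluorescence outlier flag or 80% toxicity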;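 also: spot-positive cell cutoff set from DMSO-treated cells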
PMI inhibition: human PMI inhibitors, high substrate, primary screen, biochemical, fluorescence intensity, high mannose 6-phosphate (AID 1220). recombinant PMI enzyme, coupled fluorescence intensity; higher % means a stronger effect. 190,000 tested, 0.66% active. inhibition, % at 20 µM; hits with a dose series show IC50 in µM
MT stabilize HCS: microtubule stabilizers in HeLa cells, primary screen, imaging, high-content imaging. HeLa tubulin immunostaining HCS, 24 h; share of cells brighter than vehicle mean+2SD. % tubulin-high responders, % at 10 µM. 200,000 tested, 0.83% active;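 active = plate Z-score above 3 for both tubulin-high and condensed-nucleus cell shares, with cell loss under 80%, at 10 µM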;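 also: anti alpha tubulin signal scored within the nucleus-defined area of each cell; some results filed as inactive read as strong as hits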
Yfh1-depleted yeast: enhancers of respiration in Yfh1-depleted yeast, dose response, Friedreich's ataxia, plus single-dose screen (AID 1465) | S. cerevisiae Yfh1-off respiration, WST-1 reduction, 72 h; higher fold induction means a stronger effect | one-dose fold induction at 50 µM; EC50 in µM for titrated hits | 220,000 tested, 0.074% active;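 active = fold induction of absorbance versus untreated yeast above a set limit, then at least 30% activation at any dose in follow-up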;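 also: activators that raise dye reduction in frataxin-depleted yeast; strong numbers were not always called active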
WT yeast gro inh: growth inhibition of WT strain, primary screen, mitochondrial fusion inhibitor project, WT and mutant strains, chemical genetic; 190,000 tested, 2.1% active; inhibition, % at 10 µM; mitochondrial fusion phenotypic screen; AID 1362, 2008; in the data active = inhibition above about 58%; tested in S. cerevisiae
WT yeast gro inh mutant strain: recorded beside WT yeast gro inh, whose call it bears; inhibition, %; mitochondrial fusion phenotypic screen, mutant strain inhibition
Dynein transport cytoplasmic EGFP: recorded beside Dynein transport, whose call it bears; z-score; measured here: cytoplasmic GR-EGFP intensity; hits give high values
Dynein transport nuclear GR-EGFP: further read-out of Dynein transport, marked with its call; z-score; measured here: nuclear GR-EGFP intensity;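 lower value marks the stronger effect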
Dynein transport cell count: further read-out of Dynein transport, marked with its call; z-score; measured here: cell count per field
Insulin prom up cell count: second read-out of Insulin prom up, no call of its own (marks repeat the call); cell count; measured here: cytotoxicity, nuclei count;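 total cells summed across four imaged fields per well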
b-catenin transl cell count 5 µM: also measured in b-catenin transl; calls as there; cell count; measured here: cell count, cytotoxicity flag
MT stabilize HCS Hoechst-high %: recorded beside MT stabilize HCS, whose call it bears; % Hoechst-high responders; measured here: nuclear condensation Hoechst responders;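 share of cells brighter than vehicle mean plus two SD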
MT stabilize HCS cytotoxicity %: also measured in MT stabilize HCS; calls as there; toxicity, %; measured here: cytotoxicity by cell density;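 0% = mean cell density of plate MIN control wells and 100% = no cells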
Autophagy mod cell loss 18 h: also measured in Autophagy mod; calls as there; toxicity, %; measured here: cell loss, nuclei count;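 cell loss after 18 h compound exposure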
* marks the source's active call; other numbers are inactive results; i = inactive; x = not tested or not shown. Rule as the data show it, unless noted: active = inhibition above about 50%; inactive = the rest.

Value order – PMI inhibitors	b-catenin transl	b-catenin transl cell count 5 µM	Dynein transport	Dynein transport cytoplasmic EGFP	Dynein transport nuclear GR-EGFP	Dynein transport cell count	Insulin prom up	Insulin prom up cell count	Autophagy mod	Autophagy mod cell loss 18 h	PMI inhibition	MT stabilize HCS	MT stabilize HCS Hoechst-high %	MT stabilize HCS cytotoxicity %	Yfh1-depleted yeast	WT yeast gro inh	WT yeast gro inh mutant strain
(1) O=C(COc1ccc(Cl)cc1)N(Cc1ccco1)C1CCS(=O)(=O)C1 (stereo unspecified)
    x	0.2	1338	-0.32	-0.29	-0.17	0.0033	-0.29	1067	x	x	x	x	x	x	i	x	x
(2) CC(=O)c1cc(C(=O)N2CCc3c([nH]c4ccccc34)C2C2CCCCC2)[nH]n1 (stereo unspecified)
    16%	0.1	1558	-0.027	-0.29	0.47	0.55	-0.07	1422	i	0	10%	4.3	2.0	11	i	7	-1
(3) COc1ccc(NC(=O)c2nc[nH]c2C(=O)N[C@H](C)c2ccccc2)cc1
    x	-0.6	1367	0.42	-0.8	0.36	-0.15	-0.9	1006	x	x	x	x	x	x	i	x	x
(4) N#CC1=C(N)Oc2c(ccc3cccnc23)C1c1ccncc1 (stereo unspecified)
    x	1.1	1088	-0.76	0.18	-0.29	0.42	0.01	1439	x	x	x	x	x	x	i	x	x
(5) O=C(Nc1cccc(S(=O)(=O)N2CCOCC2)c1)c1cc2ccccc2o1
    x	-0.6	1213	0.061	-0.65	0.24	-0.54	-0.78	1000	x	x	x	x	x	x	i	x	x
(6) CC(=O)NS(=O)(=O)c1ccc(NC(=O)c2cc(-c3cccs3)nc3ccccc23)cc1
    -4%	-1.5	1101	1.7	-0.22	0.84	-0.76	-0.51	1502	i	5	-1%	2.5	1.3	5.8	i	15	4
(7) CCCOc1ccc(C(=O)N2CCCc3ccccc32)cc1
    19%	-1.1	998	0.3	-0.051	0.57	-1.5	0.78	1223	i	20	16%	3.7	1.3	7.1	i	9	15
(8) Cn1sc(NC(=O)c2cccc(Cl)c2)nc1=O
    -4%	1.6	1399	-0.19	-0.22	-0.26	0.8	0.7	1600	i	-6	-9%	1.3	1.2	2.8	i	20	8
(9) COc1cc(CNCc2ccccn2)ccc1OCc1ccccc1Cl
    -28%	-0.1	989	-0.61	-0.32	-0.5	0.6	-0.76	946	i	-4	-31%	2.3	2.2	1.9	i	-3	6
(10) CC1(C)CC(=O)C(N=Nc2ccc(S(=O)(=O)N3CCCCCC3)cc2)=C(O)C1
    -8%	-0.4	542	0.61	-0.26	-0.042	-0.32	0.73	1200	i	9	-12%	1.5	2.8	6.9	i	11	-23
(11) COC(=O)c1sc(NC(=O)CSc2nc3cccnc3n2C2CCCCC2)nc1C
    13%	0.3	1150	0.94	-0.31	0.39	0.087	-0.45	1042	i	-38	11%	5.4	3.2	7.8	i	26	29
(12) O=C(Nc1ccc(Br)cc1F)C1CCN(c2nnc(-n3cccc3)s2)CC1
    -6%	x	x	-0.68	-0.24	-0.36	0.79	-0.66	924	i	9	-1%	6.3	1.7	3.8	i	-3	-13
(13) CCOc1ccccc1NC1c2ccccc2C(=O)N1c1ccc(C)cn1 (stereo unspecified)
    4%	x	x	3.6	0.016	2.7	-1.6	-1.4	1000	i	-1	10%	3.4	3.1	9.6	i	9	8
(14) COc1ccc(CNC(=O)Cc2csc(Nc3nc(=S)[nH]c4ccccc34)n2)cc1
    4%	0.7	1339	-0.42	-0.2	0.23	1.1	-0.16	1602	i	-31	-8%	3.4	2.1	11	x	-4	5
(15) CN1CCN(C(=S)c2cn(Cc3cccc(F)c3)c3ccccc23)CC1
    -2%	1.2	1074	-0.25	-0.25	-0.29	0.41	-0.15	1215	i	4	-6%	5.1	1.4	6.6	i	6	-4
(16) CCN(CC)S(=O)(=O)c1ccc(N2CCOCC2)c(NC(=O)CCC2CCCCC2)c1
    11%	-4.2	1002	-0.67	-0.29	-0.64	1.1	-1.4	1475	i	-14	1%	2.0	1.8	4.3	i	-11	-9
(17) CCc1cc(C(=O)Nc2ccccc2)cs1
    4%	4.5	1130	-0.89	-0.13	-0.11	-0.26	-0.46	1262	i	-4	-2%	6.2	2.4	11	i	-4	1
(18) COc1ccc(-c2nnn(Cc3nc(N)nc(N4CCOCC4)n3)n2)cc1OC
    -2%	-0.6	1335	-0.2	-0.25	-0.95	0.74	-0.68	1645	i	6	-3%	2.0	1.6	6.9	i	-4	13
(19) O=C(c1ccc(F)cc1)C(C(=O)N1CCCCC1)n1ccccc1=O (stereo unspecified)
    0%	0.9	955	-0.68	-0.25	-0.08	1.1	0.34	1671	i	-1	2%	2.8	2.1	7.4	i	-6	5
(20) S=C(Nc1ccccc1Cl)NC1CC2CCCC(C1)N2C1CC1 (stereo unspecified)
    4%	-2.6	1099	-0.36	-0.28	-0.011	1.2	0.69	1471	i	17	21%	2.2	2.1	3.2	i	15	-9

(further entries)
Value order – PMI inhibitors	b-catenin transl	b-catenin transl cell count 5 µM	Dynein transport	Dynein transport cytoplasmic EGFP	Dynein transport nuclear GR-EGFP	Dynein transport cell count	Insulin prom up	Insulin prom up cell count	Autophagy mod	Autophagy mod cell loss 18 h	PMI inhibition	MT stabilize HCS	MT stabilize HCS Hoechst-high %	MT stabilize HCS cytotoxicity %	Yfh1-depleted yeast	WT yeast gro inh	WT yeast gro inh mutant strain
(21) COc1ccc2c(c1)CC(C)C/C2=N\NC(=O)c1ccco1 (stereo unspecified)
    -5%	2.3	1037	-0.7	-0.29	-0.21	0.11	-0.46	1068	i	5	2%	4.6	2.5	9.2	i	-20	6
(22) S=C(NCCC(c1ccccc1)c1ccccc1)Nc1cccc(Cl)c1
    5%	0.9	1368	-0.42	-0.17	-0.31	-0.18	0.15	1647	i	2	4%	2.1	1.2	1.1	i	80*	38*
(23) CC(C)CC(CO)N1CCN(C(=O)c2ccc(Cl)cc2Cl)CCC1=O (stereo unspecified)
    -11%	x	x	-0.84	-0.29	0.14	0.59	0.59	1189	i	-2	-9%	2.7	3.9	9.5	i	-10	2
(24) Cc1nnc(SCCCCSc2nnc(C)c(=O)[nH]2)[nH]c1=O
    -19%	-1.1	1082	-0.31	-0.26	-0.071	-0.34	-0.33	1275	i	2	-12%	4.5	2.7	3.3	i	-1	11
(25) CC(C)CCNC(=O)C(c1ccco1)N(C(=O)Cn1nnc2ccccc21)c1ccc2c(c1)OCO2 (stereo unspecified)
    19%	-1.2	1084	1.1	-0.27	0.46	-0.45	0.16	1568	i	18	15%	5.1	2.0	7.3	i	8	3
(26) CCOc1ccc(CCNC(=O)Cn2cccc2C(=O)c2ccccc2C)cc1OCC
    8%	2.8	1062	0.44	-0.19	0.68	-1.1	-1.3	1336	i	-6	4%	1.9	2.8	4.2	i	-2	3
(27) CC(=O)c1cccc(NC(=O)C(OC(=O)c2cccc(S(=O)(=O)N(C)c3ccccc3)c2)c2ccccc2)c1 (stereo unspecified)
    9%	-1.0	930	0.55	-0.056	0.91	-0.73	-0.67	1300	i	12	-2%	2.3	1.8	7.5	i	-5	-7
(28) O=C(NCCc1ccccn1)C1CCN(S(=O)(=O)c2ccc(Cl)cc2)CC1
    0%	-2.5	997	-0.38	-0.34	-0.45	0.53	-0.63	1450	i	33	-3%	2.5	2.4	6.8	i	0	16
(29) CCCCCCC(C)OC(=O)Nc1cccc2ccccc12 (stereo unspecified)
    x	0.8	1123	0.17	-0.24	-0.17	0.58	0.71	1417	x	x	x	x	x	x	i	x	x
(30) Cc1cccc(CSC2=NCCN2C(=O)c2ccc(Br)o2)c1
    10%	x	x	-0.38	-0.24	-0.13	0.49	1.7	1086	i	3	14%	4.7	2.8	1.5	i	16	6
(31) CCC1Cc2c(nc(N)c3c(N)nc(N4CCOCC4)c(C#N)c23)O1 (stereo unspecified)
    28%	-3.2	1010	-0.92	-0.13	0.044	0.84	-0.57	1265	i	8	62%*	6.0	2.3	7.2	i	-8	12

3 entries from above, sorted by heavy-atom count, low to high:
Value order – PMI inhibitors	b-catenin transl	b-catenin transl cell count 5 µM	Dynein transport	Dynein transport cytoplasmic EGFP	Dynein transport nuclear GR-EGFP	Dynein transport cell count	Insulin prom up	Insulin prom up cell count	Autophagy mod	Autophagy mod cell loss 18 h	PMI inhibition	MT stabilize HCS	MT stabilize HCS Hoechst-high %	MT stabilize HCS cytotoxicity %	Yfh1-depleted yeast	WT yeast gro inh	WT yeast gro inh mutant strain
(23) CC(C)CC(CO)N1CCN(C(=O)c2ccc(Cl)cc2Cl)CCC1=O (stereo unspecified)
    -11%	x	x	-0.84	-0.29	0.14	0.59	0.59	1189	i	-2	-9%	2.7	3.9	9.5	i	-10	2
(12) O=C(Nc1ccc(Br)cc1F)C1CCN(c2nnc(-n3cccc3)s2)CC1
    -6%	x	x	-0.68	-0.24	-0.36	0.79	-0.66	924	i	9	-1%	6.3	1.7	3.8	i	-3	-13
(27) CC(=O)c1cccc(NC(=O)C(OC(=O)c2cccc(S(=O)(=O)N(C)c3ccccc3)c2)c2ccccc2)c1 (stereo unspecified)
    9%	-1.0	930	0.55	-0.056	0.91	-0.73	-0.67	1300	i	12	-2%	2.3	1.8	7.5	i	-5	-7
